Screens from PubChem BioAssay.
NR1D1 modulator = Rev-erb alpha (human) modulation; P20393; Rev-erbα–FITC-DNA binding, fluorescence polarization, 90 min; activity, % at 10 µM; 0.79% of 370,000 active;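 active = activity above about 14%, limit read from the data; passing the limit was not always enough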;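 note: 0% = DMSO wells with 35 nM protein and 100% = DMSO wells with 750 nM protein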
rCAG binder = r(CAG) repeat RNA binding | TO-PRO-1 dye displacement fluorescence | inhibition, % at 3 µM | 1.3% of 370,000 active;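 active = inhibition above the plate cutoff, the mean of all test compounds on that plate plus 3 SD, cut at about 35% in these data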;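 note: 0% = DMSO alone and 100% = 100 µM mitoxantrone as full dye displacement; higher means more dye released from RNA so lower well fluorescence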
mABHD4 FP = inhibitors of mouse ABHD4; Q8VD66; purified mABHD4, FP-Rh probe fluorescence polarization; inhibition, % at 8.92 µM; 0.54% of 370,000 active; AID 720543;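 active = inhibition exceeding the mean over every tested compound plus 3 SD, cut at about 30% in these data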;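 note: 0% = plate median of compound wells and 100% = S159A mutant with DMSO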
Target sequence (Q8VD66 whole entry, looked up): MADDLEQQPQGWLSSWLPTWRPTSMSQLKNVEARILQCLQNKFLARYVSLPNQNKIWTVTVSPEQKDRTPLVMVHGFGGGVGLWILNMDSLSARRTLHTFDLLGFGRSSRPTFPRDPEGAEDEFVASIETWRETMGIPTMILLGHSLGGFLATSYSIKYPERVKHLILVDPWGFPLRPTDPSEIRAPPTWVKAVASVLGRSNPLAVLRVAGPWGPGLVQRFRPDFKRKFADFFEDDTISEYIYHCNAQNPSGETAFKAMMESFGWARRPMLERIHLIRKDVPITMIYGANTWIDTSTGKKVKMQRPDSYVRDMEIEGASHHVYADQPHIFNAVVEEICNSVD
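Assay system: mouse ABHD4 enzyme, wild type / Also added: fluorescent activity-based probe FP-Rh / Doses: single nominal dose of 8.92 µM, 0.89% DMSO final / Timing: 45 min compound pre-incubation plus 60 min probe step, 25 °C / Signal: FP readout, ex 525 nm / em 598 nm / Control set: S159A mutant/DMSO as 100%, compound-well median as 0%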
PRMT1 inh = blocks human protein arginine methyltransferase 1; inhibition, % at 2.79 µM; AID 652257; 1.3% of 370,000 active; Q99873; recombinant PRMT1, activity-based probe fluorescence polarization;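 active = inhibition above about 21% made by adding two undisclosed values, limit read from the data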
HTRA1 inhibitor = HTRA1 (human) protease inhibition; inhibition, % at 5.96 µM; recombinant HTRA1, FP-rhodamine activity-based probe, fluorescence polarization; 0.5% of 340,000 active; Q92743; in the data active = inhibition above about 36%;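 note: 0% = enzyme with DMSO and 100% = wells lacking enzyme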
TCR CD3 inh = blocks the human TCR-CD3 interaction. TAMRA-labeled TCR probe fluorescence, biochemical. inhibition, % at 9.4 µM. 0.37% of 360,000 active; in the data active = inhibition above about 19%;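 note: recombinant mutant TCR 2C K166C tagged with TAMRA read by polarization; 0% = receptor in buffer alone and 100% = receptor with positive control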
UHRF1 MBD2 ctr = human UHRF1 methylated DNA binding inhibitors; UHRF1 binding to methylated oligo, TR-FRET; 0.75% of 370,000 active; inhibition, % at 4.4 µM; Q96T88; in the data active = inhibition above about 21%;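 note: UHRF1 SRA domain binding a hemimethylated CpG hairpin DNA probe; 0% = median of test compound wells and 100% = reference inhibitor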
MBD2 DNA inh = blocks human MBD2 binding to methylated DNA; inhibition, % at 4.4 µM; TR-FRET, MBD2 binding to methylated oligonucleotide; 0.31% of 370,000 active; in the data active = inhibition above about 13%
Target sequence (Q9UBB5 whole entry, looked up): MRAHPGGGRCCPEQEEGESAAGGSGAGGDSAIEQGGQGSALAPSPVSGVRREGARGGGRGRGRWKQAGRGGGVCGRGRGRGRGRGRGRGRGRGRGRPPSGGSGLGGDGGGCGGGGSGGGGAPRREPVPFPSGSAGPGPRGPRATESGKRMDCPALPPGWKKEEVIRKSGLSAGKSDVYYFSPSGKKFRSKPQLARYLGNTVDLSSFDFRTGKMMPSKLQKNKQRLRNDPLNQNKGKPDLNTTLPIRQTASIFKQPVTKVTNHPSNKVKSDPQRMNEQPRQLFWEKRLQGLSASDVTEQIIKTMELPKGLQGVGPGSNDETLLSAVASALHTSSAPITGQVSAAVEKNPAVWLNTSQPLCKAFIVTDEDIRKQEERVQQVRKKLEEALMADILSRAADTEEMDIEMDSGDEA
PG9 binder = PG9 antibody binding by small molecule | 0.43% of 360,000 active | inhibition, % at 6.7 µM | TR-FRET gp120-PG9 antibody binding | AID 624416; in the data active = inhibition above about 8.5%
LEDGF integ inh = blocks HIV-1 LEDGF/p75-dependent DNA integration. AID 743269. inhibition, % at 3.7 µM. TR-FRET IN-LEDGF/p75 DNA integration, Eu/Cy5. 0.64% of 370,000 active;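 active = inhibition above the screen-wide mean plus 3 SD, cut at about 13% in these data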;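 note: signal is the Cy5 over europium emission ratio at 671 and 618 nm; 0% = plate median of compound wells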
The depositor's hits bear a star; · = not tested or not shown. These rows are one share of the data; count on the stated rates, not on these rows.

Sequence of screens – NR1D1 modulator	rCAG binder	mABHD4 FP	PRMT1 inh	HTRA1 inhibitor	TCR CD3 inh	UHRF1 MBD2 ctr	MBD2 DNA inh	PG9 binder	LEDGF integ inh
O=C(COc1ccc(/C=N/NC(=O)c2ccc(O)cc2)cc1)Nc1cccc([N+](=O)[O-])c1
  -11	12	-3	2	-68	-5	0	1	1.3	0
CCN(CC)CCN1C(=O)C(O)=C(C(C)=O)C1c1ccccc1[N+](=O)[O-] (stereo not drawn)
  5	-1	-7	14	17	-6	4	2	-1.2	2
CCOc1ccc(N(CC(=O)Nc2c(C)n(C)n(-c3ccccc3)c2=O)S(=O)(=O)c2cc(OC)ccc2OC)cc1
  -8	8	0	3	·	·	3	4	·	-5
CC(C)c1ccc(S(=O)(=O)N2CCN(C(=O)C3=COCCO3)CC2)cc1
  4	2	-7	1	5	-4	4	-3	-0.2	-3
O=C(O)CNC(=O)c1ccc(NC(=O)/C(=C/c2ccccc2)NC(=O)c2ccccc2Br)cc1
  -6	10	2	-2	-1	5	2	-2	-0.9	0
CCOC(=O)C(CC)/C(C)=N/NC(=O)c1ccc([N+](=O)[O-])cc1 (stereo not drawn)
  -1	2	6	-2	2	8	-4	-2	-0.3	1
CCC(C)c1ccc(OCc2ccc(C(=O)OC)o2)cc1 (stereo not drawn)
  -1	-3	-8	-3	-17	-1	2	-6	-3.1	8
CCOC(=O)C1C(=O)C=C(c2ccc(NS(C)(=O)=O)cc2)CC1c1ccco1 (stereo not drawn)
  3	3	-4	2	-3	7	1	-2	-1.4	3
O=C(COc1ccccc1Cl)Nc1ccc2c(c1)OCCO2
  1	-1	2	0	-5	-2	5	-4	0.1	-2
CN1C(=O)[C@H]2[C@@H](/C=C/c3ccccc3)N3C(=O)CN(CCO)C(=O)[C@@]3(Cc3ccccc3)[C@H]2C1=O
  -3	-1	-3	0	1	-5	0	-7	2.9	-2
CCOc1ccccc1N(C(=O)Cn1nnnc1-c1ccc(C)o1)C(CC)C(=O)NC(C)(C)C (stereo not drawn)
  ·	-5	-3	2	-8	0	-4	1	1.5	3
COC(=O)c1cn(NC(=O)c2cccc(F)c2)c(=O)c2ccccc12
  1	3	-6	-3	6	5	3	6	-1.6	-3
COc1cc2c(cc1OC)C(COc1ccccc1OC)N(C(=O)C(C)(C)C)CC2 (stereo not drawn)
  6	-1	0	-1	-2	-8	-2	-4	-1.4	-2
Cc1ccc(-n2ncc3c2CC(C)(C)CC3NC(=O)C2CCOCC2)cc1 (stereo not drawn)
  -5	-6	1	-2	5	0	0	-2	-0.6	1
Cc1ccccc1-n1nc2c(c1NC(=O)CCCl)CSC2
  3	11	-6	8	9	4	-1	1	-0.2	4
CCc1nc2ccc(C(=O)N(C)CCCN(C)C)cn2c1N(C)Cc1cc2ccccc2s1
  -2	-1	-1	-6	·	7	-1	6	-1.2	-2
O=C(NNC(=O)C1CCN(c2ncccn2)CC1)c1ccc(Cl)cc1
  -1	1	-2	2	-3	4	-1	0	-0.4	-4
COc1ccc(-c2ccc(CN3C(C)C(=O)N(Cc4cn(CCC5OCCO5)nn4)CCS3(=O)=O)cc2)cc1OC (stereo not drawn)
  -2	2	2	-1	-5	-3	0	-5	0.5	1
Cc1ccc(Cn2c(NCCc3ccccc3)nc3c2c(=O)n(C)c(=O)n3C)cc1
  5	-4	-5	0	-1	-4	0	-7	-0.8	-3
Cc1c(Cl)cccc1NC(=O)CNC(=O)C1CC(=O)N(CCc2ccccc2)C1 (stereo not drawn)
  -7	-2	-1	1	4	-9	0	4	0.9	-5

Exported with tabs: part of the list above.
smiles	NR1D1 modulator	rCAG binder	mABHD4 FP	PRMT1 inh	HTRA1 inhibitor	TCR CD3 inh	UHRF1 MBD2 ctr	MBD2 DNA inh	PG9 binder	LEDGF integ inh
O=C(O)CNC(=O)c1ccc(NC(=O)/C(=C/c2ccccc2)NC(=O)c2ccccc2Br)cc1	-6	10	2	-2	-1	5	2	-2	-0.9	0
CCOc1ccc(N(CC(=O)Nc2c(C)n(C)n(-c3ccccc3)c2=O)S(=O)(=O)c2cc(OC)ccc2OC)cc1	-8	8	0	3	·	·	3	4	·	-5

An excerpt from further up, for reference:
Sequence of screens – NR1D1 modulator	rCAG binder	mABHD4 FP	PRMT1 inh	HTRA1 inhibitor	TCR CD3 inh	UHRF1 MBD2 ctr	MBD2 DNA inh	PG9 binder	LEDGF integ inh
O=C(COc1ccc(/C=N/NC(=O)c2ccc(O)cc2)cc1)Nc1cccc([N+](=O)[O-])c1
  -11	12	-3	2	-68	-5	0	1	1.3	0
CCN(CC)CCN1C(=O)C(O)=C(C(C)=O)C1c1ccccc1[N+](=O)[O-] (stereo not drawn)
  5	-1	-7	14	17	-6	4	2	-1.2	2
CCOc1ccc(N(CC(=O)Nc2c(C)n(C)n(-c3ccccc3)c2=O)S(=O)(=O)c2cc(OC)ccc2OC)cc1
  -8	8	0	3	·	·	3	4	·	-5
CC(C)c1ccc(S(=O)(=O)N2CCN(C(=O)C3=COCCO3)CC2)cc1
  4	2	-7	1	5	-4	4	-3	-0.2	-3
O=C(O)CNC(=O)c1ccc(NC(=O)/C(=C/c2ccccc2)NC(=O)c2ccccc2Br)cc1
  -6	10	2	-2	-1	5	2	-2	-0.9	0
CCOC(=O)C(CC)/C(C)=N/NC(=O)c1ccc([N+](=O)[O-])cc1 (stereo not drawn)
  -1	2	6	-2	2	8	-4	-2	-0.3	1
CCC(C)c1ccc(OCc2ccc(C(=O)OC)o2)cc1 (stereo not drawn)
  -1	-3	-8	-3	-17	-1	2	-6	-3.1	8
CCOC(=O)C1C(=O)C=C(c2ccc(NS(C)(=O)=O)cc2)CC1c1ccco1 (stereo not drawn)
  3	3	-4	2	-3	7	1	-2	-1.4	3
O=C(COc1ccccc1Cl)Nc1ccc2c(c1)OCCO2
  1	-1	2	0	-5	-2	5	-4	0.1	-2
CN1C(=O)[C@H]2[C@@H](/C=C/c3ccccc3)N3C(=O)CN(CCO)C(=O)[C@@]3(Cc3ccccc3)[C@H]2C1=O
  -3	-1	-3	0	1	-5	0	-7	2.9	-2
CCOc1ccccc1N(C(=O)Cn1nnnc1-c1ccc(C)o1)C(CC)C(=O)NC(C)(C)C (stereo not drawn)
  ·	-5	-3	2	-8	0	-4	1	1.5	3
COC(=O)c1cn(NC(=O)c2cccc(F)c2)c(=O)c2ccccc12
  1	3	-6	-3	6	5	3	6	-1.6	-3
COc1cc2c(cc1OC)C(COc1ccccc1OC)N(C(=O)C(C)(C)C)CC2 (stereo not drawn)
  6	-1	0	-1	-2	-8	-2	-4	-1.4	-2

Other compounds
Sequence of screens – NR1D1 modulator	rCAG binder	mABHD4 FP	PRMT1 inh	HTRA1 inhibitor	TCR CD3 inh	UHRF1 MBD2 ctr	MBD2 DNA inh	PG9 binder	LEDGF integ inh
O=S(=O)(c1ccc(F)cc1)N1CCN(c2ncnc3c2cnn3-c2ccccc2)CC1
  12	-1	-3	-4	2	2	3	4	0.1	5
O=C1CN(C(=O)COC(=O)C2CC(=O)N(Cc3ccco3)C2)c2ccccc2N1 (stereo not drawn)
  -4	5	13	7	3	-3	2	0	-1.2	-3
NS(=O)(=O)c1ccc(NC(=O)COc2ncnc3c2cnn3-c2ccccc2)cc1
  0	17	-2	3	-6	-2	1	0	-0.3	-4
CC(=O)c1ccc(NC(=O)CCc2nc3sc4c(c3c(=O)[nH]2)CCCC4)cc1
  12	10	-6	5	-26	-4	3	3	11*	3
